UHRF1 MBD2 ctr = human UHRF1 methylated DNA binding inhibitors; 0.75% of 370,000 active; inhibition, % at 4.4 µM; UHRF1 binding to methylated oligo, TR-FRET; Q96T88; AID 687016; in the data active means inhibition above about 21%;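 further: UHRF1 SRA domain binding a hemimethylated CpG hairpin DNA probe; 0% = median of test compound wells and 100% = reference inhibitor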
ABHD4 inh = inhibits mouse alpha/beta hydrolase domain 4; 0.54% of 370,000 active; purified mABHD4, FP-Rh probe fluorescence polarization; inhibition, % at 8.92 µM; Q8VD66;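 active means inhibition exceeding the mean over every tested compound plus 3 SD, cut at about 30% in these data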;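 further: 0% = plate median of compound wells and 100% = S159A mutant with DMSO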
Target sequence (Q8VD66 whole entry, looked up, the tested form may be a part): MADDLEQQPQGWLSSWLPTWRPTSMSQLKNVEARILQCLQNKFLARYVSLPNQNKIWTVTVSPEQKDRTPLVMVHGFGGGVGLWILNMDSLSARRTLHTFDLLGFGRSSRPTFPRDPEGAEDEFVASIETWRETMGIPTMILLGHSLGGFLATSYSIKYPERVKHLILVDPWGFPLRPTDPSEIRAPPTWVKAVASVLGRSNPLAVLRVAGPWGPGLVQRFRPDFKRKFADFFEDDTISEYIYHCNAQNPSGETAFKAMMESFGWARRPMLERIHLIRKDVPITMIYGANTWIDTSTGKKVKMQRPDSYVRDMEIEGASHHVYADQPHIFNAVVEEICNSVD
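Test system: mABHD4 protein | Buffer or medium: HEPES pH 7.0 buffer, 150 mM NaCl, 0.01% Pluronic F-127 | Probe or stimulus: FP-Rh fluorescent activity-based probe, added after compound pre-incubation | Timing: Pre-incubation 45 min, probe exposure 60 min, at 25 °C | Technique: Fluorescence polarization, excitation 525 nm, emission 598 nm, BODIPY TMR filters | Repeats: Single well per compound (singlicate)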
HTRA1 inhibitor = HTRA1 (human) protease inhibition; inhibition, % at 5.96 µM; recombinant HTRA1, FP-rhodamine activity-based probe, fluorescence polarization; Q92743; AID 504803; 0.5% of 340,000 active; in the data active means inhibition above about 36%;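 further: 0% = enzyme with DMSO and 100% = wells lacking enzyme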
PG9 binder = small molecules binding HIV-1 gp120 antibody PG9; TR-FRET gp120-PG9 antibody binding; inhibition, % at 6.7 µM; 0.43% of 360,000 active; AID 624416; in the data active means inhibition above about 8.5%
SIAE inh = inhibitors of human sialic acid acetylesterase SIAE. 0.69% of 370,000 active. SIAE FP-Rh probe binding, fluorescence polarization. Q9HAT2. inhibition, % at 9.66 µM;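 active means inhibition above a cutoff: mean of compounds within the control limits plus 3 SD of those, cut at about 17% in these data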;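 further: 0% = plate median of compound wells and 100% = probe without SIAE protein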
LEDGF integ inh = blocks HIV-1 LEDGF/p75-dependent DNA integration; inhibition, % at 3.7 µM; TR-FRET IN-LEDGF/p75 DNA integration, Eu/Cy5; 0.64% of 370,000 active; AID 743269;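 active means inhibition above the screen-wide mean plus 3 SD, cut at about 13% in these data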;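 further: signal is the Cy5 over europium emission ratio at 671 and 618 nm; 0% = plate median of compound wells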
TCR-CD3 inh = blocks the human TCR-CD3 interaction; inhibition, % at 9.4 µM; AID 651800; 0.37% of 360,000 active; TAMRA-labeled TCR probe fluorescence, biochemical; in the data active means inhibition above about 19%;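 further: recombinant mutant TCR 2C K166C tagged with TAMRA read by polarization; 0% = receptor in buffer alone and 100% = receptor with positive control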
DDE Tn7 FP inh = inhibitors of Tn7 peptide binding to human fibrin DD(E). 0.13% of 370,000 active. inhibition, % at 8.3 µM. P02675. FP displacement of FITC-Tn7 peptide from fibrin DD(E); 0% = median of compound wells per plate. AID 720508;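 active means inhibition above the mean of compounds falling within the control limits plus 3 SD of them, cut at about 14% in these data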;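 further: 0% = plate median of compound wells and 100% = 10 µM Aha-Tn7 peptide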
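system = human fibrin DD(E) protein | quantity = DD(E) 2 µM final | medium = Tris/NaCl/CaCl2 buffer, pH 7.8 | also added = labelled Tn7 tracer, 0.1 µM | compound dosing = single point at 8.3 µM | timing = compound with protein 10 min, then 3 h after probe, room temperature | signal = FP measurement | benchmarks = Aha-Tn7 high control | repeats = one replicate per compound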
PRMT1 FP inh = blocks human protein arginine methyltransferase 1; Q99873; recombinant PRMT1, activity-based probe fluorescence polarization; inhibition, % at 2.79 µM; 1.3% of 370,000 active;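 active means inhibition above about 21% made by adding two undisclosed values, limit read from the data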
Target sequence (Q99873 whole entry, looked up): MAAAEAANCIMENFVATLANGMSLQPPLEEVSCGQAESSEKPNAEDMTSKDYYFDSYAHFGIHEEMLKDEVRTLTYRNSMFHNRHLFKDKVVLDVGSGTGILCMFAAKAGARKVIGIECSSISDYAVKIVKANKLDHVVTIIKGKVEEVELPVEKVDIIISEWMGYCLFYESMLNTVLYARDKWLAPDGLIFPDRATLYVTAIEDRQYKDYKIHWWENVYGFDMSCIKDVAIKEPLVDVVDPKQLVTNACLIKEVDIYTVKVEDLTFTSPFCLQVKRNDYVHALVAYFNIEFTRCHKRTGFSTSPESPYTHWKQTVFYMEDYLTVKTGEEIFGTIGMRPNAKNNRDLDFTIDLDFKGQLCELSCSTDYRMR
TDP2 absorb = blocks human TDP2 phosphodiesterase activity. O95551. recombinant TDP2, T5PNP hydrolysis, p-nitrophenol absorbance 415 nm. inhibition, % at 12.8 µM. 0.34% of 370,000 active;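 active means inhibition above the mean of all tested compounds plus 3 SD, set per campaign, cut at about 25% in these data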;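 further: 0% = DMSO with enzyme and 100% = buffer with substrate but no TDP2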
Target sequence (O95551 whole entry, looked up): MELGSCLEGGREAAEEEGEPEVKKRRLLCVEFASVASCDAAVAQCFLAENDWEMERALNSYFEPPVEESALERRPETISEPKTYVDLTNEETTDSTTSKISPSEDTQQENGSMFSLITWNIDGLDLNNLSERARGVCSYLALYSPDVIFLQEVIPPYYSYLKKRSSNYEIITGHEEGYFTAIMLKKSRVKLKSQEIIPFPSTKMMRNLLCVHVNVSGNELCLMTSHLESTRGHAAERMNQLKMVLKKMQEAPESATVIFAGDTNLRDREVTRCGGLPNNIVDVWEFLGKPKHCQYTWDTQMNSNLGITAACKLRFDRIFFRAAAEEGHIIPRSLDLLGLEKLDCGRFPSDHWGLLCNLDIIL
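System: recombinant human TDP2 / Amount: 120 nM TDP2 per well / Also added: 5 mM T5PNP chromogenic substrate / Doses: 12.8 µM single point, 1% DMSO / Incubation: 2 h at 37 °C / Detection: p-Nitrophenol epi absorbance / Evaluation: % inhibition relative to enzyme-containing and enzyme-free wells / Repeats: singlicate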
An asterisk follows results filed as active; . = no result given.

SMILES	UHRF1 MBD2 ctr	ABHD4 inh	HTRA1 inhibitor	PG9 binder	SIAE inh	LEDGF integ inh	TCR-CD3 inh	DDE Tn7 FP inh	PRMT1 FP inh	TDP2 absorb
CC(C)(C)c1ccc(C(=O)NCCCNC(=O)c2ccco2)cc1	-1	6	-2	1.3	1	0	-1	2	-1	28*
Cc1ccc(C)c(-c2nnc(NC(=O)CS(=O)(=O)c3ccccc3)o2)c1	-1	4	4	0.4	2	-2	-1	-7	1	9
COc1ccc(Cn2nnc(C(=O)Nc3ccc4c(c3)OCCO4)c2N)cc1Br	1	-3	-36	-2.2	8	1	9	2	-4	1
CN(C)CCOCCP(=O)(c1ccccc1)c1ccccc1	-3	0	-4	1.2	2	-1	1	7	-1	6
O=C(/C=C/c1c(F)cccc1Cl)NCc1ccc2c(c1)OCO2	1	4	-4	1.4	-2	0	-3	8	3	-4
O=C(NC1CCCC1)C(Cc1ccccc1)n1cccc1 (configuration not stated)	0	-2	-2	0.0	-2	-4	-11	9	4	2
C[C@H](NC(=O)c1ccc(Cl)c(S(=O)(=O)N2CCOCC2)c1)c1nc2ccccc2[nH]1	1	0	-6	-0.3	-1	-6	-5	8	-3	0
Cc1cccc(-n2c(CNC(=O)c3cccc([N+](=O)[O-])c3C)n[nH]c2=S)c1	-4	0	1	1.5	-48	1	0	4	-8	-9
CCOc1ccccc1N(CC(=O)Nc1cccc(OC)c1)S(=O)(=O)c1ccccc1	2	-15	-9	-1.0	0	-1	-1	-2	5	-6
COc1ccc(-c2nsc(C(=O)N(c3ccc(F)cc3)C(C(=O)NC3CCCC3)c3ccc(OC)cc3)c2N)cc1 (configuration not stated)	0	4	1	-0.7	-4	3	5	3	0	13
CC(=O)Nc1cc(C(=O)N2CCCC2)ccc1S(=O)(=O)c1ccc(Cl)cc1	-4	1	10	-1.4	-1	3	1	-2	1	-6
COc1ccccc1CNc1nc(NC(C)C)nc2ccsc12	1	9	.	1.6	7	1	8	-8	-1	1
CCCc1c(C)nc2c(Br)cccc2c1Cl	0	3	3	3.9	-4	-5	-3	-5	1	3
CN(CCC#N)C(=O)COC(=O)c1nn(-c2ccccc2)c(=O)c2ccccc12	4	-2	.	-1.5	0	6	-4	4	-1	6
O=C(Nc1cccc(F)c1)N1CCC(n2c(=O)[nH]c3ccccc32)CC1	1	-2	5	0.6	0	3	2	0	0	9
O=c1c2ccccc2nc2n1CCN2	2	11	8	-1.9	-9	0	3	-5	-2	-2
CCc1cc(C(=O)c2ccc(OC)cc2)c(N)s1	1	-6	.	-1.5	8	-4	9	-1	-4	-7
COc1ccc2c(CC(=O)Nc3cccc(S(=O)(=O)N4CCOCC4)c3)coc2c1	-5	-11	-31	-0.9	-2	1	-3	0	-2	8
COc1cc(/C=C2/SC(=S)N(CC(=O)O)C2=O)ccc1OC(=O)c1cccs1	-2	1	-21	-3.9	-7	2	0	5	10	5
Cc1ccc(NC(=O)CCNS(=O)(=O)c2cc(Br)cnc2N)cc1Cl	5	-15	-29	0.8	-4	1	-5	1	2	0
CCOCCOC(=O)C1=C(C)Nc2ccc(C)cc2S1	-4	-1	1	-1.2	-6	0	-6	3	21	1
CCC(=O)c1ccc(OCC(=O)NCCc2ccccn2)cc1	-2	8	-5	0.4	-15	2	-1	-7	-1	-3
Cc1ccccc1N1CCN(C2CCCN(C(=O)c3cn4c(C)cccc4n3)C2)CC1 (configuration not stated)	0	6	-1	-2.0	6	1	-5	-1	3	-2
COc1cccc2c3c(c(C)nc12)CC(C)O3 (configuration not stated)	-2	0	-3	1.1	-2	0	-4	-1	-1	2
CCOC(=O)CC1(C)N(S(=O)(=O)c2ccc(C)cc2)c2ccccc2N1S(=O)(=O)c1ccc(C)cc1	2	-5	.	0.0	8	2	1	-1	-2	-9

Additional records.
SMILES	UHRF1 MBD2 ctr	ABHD4 inh	HTRA1 inhibitor	PG9 binder	SIAE inh	LEDGF integ inh	TCR-CD3 inh	DDE Tn7 FP inh	PRMT1 FP inh	TDP2 absorb
Cc1ccc(OCC(=O)c2c(N)n(C)c(=O)n(C)c2=O)c([N+](=O)[O-])n1	23*	13	6	-1.4	9	12	36*	3	6	-4
S=c1[nH]nc(C2CCCCC2)n1/N=C/c1ccncc1	-2	-5	-3	0.7	4	-2	3	3	1	3
COc1ccc(C(C)(C)NC(=O)C2CCC(=O)N(C3CCCC3)C2)cc1OC (configuration not stated)	2	0	4	0.0	0	2	-4	7	1	5
O=C(Nc1ccccc1F)c1cnccn1	3	4	-4	-0.9	-10	0	-2	-6	1	-6
CN(C)CCNc1c(N)c(=O)oc2ccccc12	2	3	4	-3.4	2	4	-2	0	0	-5
CN(CC(=O)N1CCCCCC1)S(=O)(=O)c1cccc2cccnc12	0	-13	-2	-1.8	-1	4	-4	2	9	-2
COc1cc2c(cc1NC(=O)C(C)OC(=O)C1CC(=O)N(Cc3ccco3)C1)oc1ccccc12 (configuration not stated)	-1	-5	-34	-0.1	-2	-1	-1	-6	-2	-6
Cc1c(C)c2ccc(O)c(CN3CCCC3)c2oc1=O	-2	6	7	0.9	1	3	-12	1	-3	-29
COc1cc(/C=N\NC(=O)c2ccc(C)nc2)ccc1OC(=O)c1ccc2c(c1)OCO2	2	-4	3	-2.2	-195	1	7	-2	3	-4
O=C1N[C@H](Cc2ccccc2)CO1	1	-5	1	0.2	-6	-1	6	1	2	7
COc1ccc(S(=O)(=O)N2CCOCC2)cc1Br	-2	1	-2	-0.5	-2	0	-2	3	3	3
COc1ccc(-n2c(SCC(=O)Nc3ccc(C(=O)O)cc3)nnc2-c2cccs2)cc1	2	-10	-1	1.2	-1	-2	-2	1	1	-4
O=C(CCS(=O)(=O)Cc1ccccc1)N1CCN(c2ccc([N+](=O)[O-])cc2)CC1	-7	-7	-5	1.2	4	5	1	1	-2	-5
O=C(CN1C(=O)CSc2ccccc21)NC1CCCC1	1	-2	-11	-1.0	-2	0	-1	1	-1	-6
C=CCNc1nc(-c2cccc(OC)c2O)nc2ccccc12	2	23	-7	2.6	1	-4	-5	1	4	-12
CC(=O)Nc1cc(-c2ccccc2N(C)C)cn2c(-c3ccc(F)c(Cl)c3)cnc12	-1	13	.	-0.3	3	0	12	5	49*	1
COc1cccc(N2CCN(c3ccc4nnc(CCC(=O)N5CCC(C)CC5)n4n3)CC2)c1	-4	4	4	0.7	7	0	-3	-9	1	13
O=C(NC(=S)Nc1cccc(Cl)c1N1CCCC1)c1ccc(-c2cccc([N+](=O)[O-])c2)o1	-1	11	-3	0.4	-5	3	2	-1	6	-2
COCCNC(=O)c1ccccc1NC(=O)CCSc1ccccc1	4	-2	-4	0.1	-3	5	-3	2	-1	-4
CCCc1nc(N2CCN(S(=O)(=O)c3ccc(Cl)cc3)CC2)c2c(C)c(C)sc2n1	0	0	5	-0.9	5	-2	2	2	-3	0
O=C(Nc1nncs1)c1cc(S(=O)(=O)N2CCCCC2)ccc1Cl	-1	-1	-5	-0.9	5	1	-1	3	3	-1
CN(C)S(=O)(=O)c1ccc(C(=O)Nc2nnc(SCc3cccc(F)c3)s2)cc1	2	3	11	0.1	-2	0	-7	8	4	-5
COc1ccc(-c2ccc(CCC(=O)O)n2CC(C)C)cc1	2	5	-4	-1.5	2	-1	6	0	3	-1
Cc1ccc(C2=C/C(=C/c3cccs3)C(=O)O2)cc1	-1	13	-8	1.0	-1	2	-3	-1	4	13
C=C(C)CC1Nc2ccccc2NC1CC(=C)C (configuration not stated)	-4	17	34	-4.2	12	1	0	-1	6	3

Look-ups from above:
Reading of O=C(Nc1ccccc1F)c1cnccn1 in SIAE inh: -10
Reading of Cc1c(C)c2ccc(O)c(CN3CCCC3)c2oc1=O in TCR-CD3 inh: -12

(list continues)
SMILES	UHRF1 MBD2 ctr	ABHD4 inh	HTRA1 inhibitor	PG9 binder	SIAE inh	LEDGF integ inh	TCR-CD3 inh	DDE Tn7 FP inh	PRMT1 FP inh	TDP2 absorb
O=C(N/N=C/c1ccncc1)C1C2CCCCCCC21 (configuration not stated)	-4	2	1	-2.2	8	-5	9	5	-3	-7
COC(=O)[C@]12C[C@H](CC(=O)NCCCN3CCCC3=O)C(=O)N(CCc3ccc(OC)c(OC)c3)C1=C[C@H](C1CCCC1)O[C@@H]2C	0	0	.	.	-4	2	.	-3	-3	8
Cc1[nH]c(=O)c(C#N)c(C)c1Cc1ccc(Cl)cc1Cl	-1	-1	6	-1.8	-1	-3	4	4	2	3
COc1ccc(C(=O)NNC(=O)Cc2ccc([N+](=O)[O-])cc2)cc1	1	0	-4	0.1	-4	-3	5	2	0	5
CC(C)Cc1cc(CN2CCCC(CO)(Cc3cccc(Cl)c3)C2)[nH]n1 (configuration not stated)	-2	-2	-13	1.0	-3	4	4	5	-1	2
CCN(CC)S(=O)(=O)c1cccc(NC(=O)COC(=O)CCC(=O)c2ccc(F)cc2)c1	0	0	-6	-0.2	-7	-1	-1	-2	2	10
CCNC(=O)CN(C1CCCCC1)S(=O)(=O)c1ccc(F)cc1	-2	-1	-7	-0.5	1	-2	2	-4	-2	8
Cc1ccc(S(=O)(=O)N2CCN(C(C)CC(=O)O)CC2)cc1 (configuration not stated)	0	11	-6	-3.5	1	6	3	-7	-2	2
COC(=O)[C@]12C[C@H](CC(=O)NCc3ccccc3)C(=O)N(Cc3ccc(Cl)cc3Cl)C1=C[C@H](COCc1ccccc1)O[C@@H]2C	1	-6	.	.	-4	-5	.	4	0	6
COCC(=O)Nc1ccc([N+](=O)[O-])cc1C	1	-1	-6	-0.7	1	2	2	4	1	-3
CCOc1ccc(CN(C)C(=O)CNC(=O)c2sc3ccccc3c2Cl)cc1	-3	0	-1	-2.1	-8	4	-3	-5	-8	-5
Cc1cccnc1NC(=O)Nc1cccc(F)c1	-1	-2	-2	0.8	7	1	3	14	-1	5
O=C(c1ccco1)N1CCN(C(=O)c2ccc(-c3ccc([N+](=O)[O-])cc3)o2)CC1	2	7	17	0.1	6	1	7	-1	30*	-8
Nc1ccc(-c2ccc(N)cc2C(F)(F)F)c(C(F)(F)F)c1	1	-7	4	0.2	-6	-1	-2	3	1	-3
Cc1oc(-c2ccccc2F)nc1CS(=O)CC(=O)NCCN1CCCCC1C (configuration not stated)	0	1	6	-1.0	1	0	4	0	-2	5
COC(=O)C1=C(C)N(C)C(=S)NC1c1ccc(OC)cc1OC (configuration not stated)	-5	-3	-2	-3.1	0	3	6	-1	-5	-3
CCOC(=O)C1=C(COC(=O)c2ccc(C)s2)NC(=O)NC1C (configuration not stated)	7	-7	0	0.7	-1	4	1	-5	6	-11

Assay outcomes: PubChem BioAssay, The Scripps Research Institute Molecular Screening Center
